PglD inh = PglD (C. jejuni) enzyme inhibition | purified PglD enzyme, DTNB colorimetric CoA detection | inhibition, % at 12.5 µM | hit rate 0.098% among 360,000; in the data active means inhibition above about 16%, passing the limit was not always enough; further: strong numbers were not always called active
CASP6 VEID inh = caspase-6 (human) enzyme inhibition; AID 686996; hit rate 0.53% among 350,000; inhibition, % at 12.5 µM; purified caspase-6, Z-VEID-R110 cleavage fluorescence;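 active means mean inhibition across replicates at least about 35%, with every replicate also reaching that limit, limit read from the data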;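 further: 0% = median of neutral control wells and 100% = no fluorescence left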
Target sequence (P55212 24-179 limits assumed): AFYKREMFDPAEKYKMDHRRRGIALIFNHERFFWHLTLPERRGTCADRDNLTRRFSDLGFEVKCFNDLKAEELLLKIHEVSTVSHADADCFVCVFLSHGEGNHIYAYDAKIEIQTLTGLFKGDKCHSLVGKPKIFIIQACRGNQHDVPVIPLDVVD
Target sequence (P55212 194-293 limits assumed): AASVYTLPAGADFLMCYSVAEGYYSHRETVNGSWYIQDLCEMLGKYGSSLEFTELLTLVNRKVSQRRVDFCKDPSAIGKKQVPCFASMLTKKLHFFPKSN
RAD54 branch = blocks human RAD54 Holliday junction branch migration; Q92698; FAM/BHQ fluorescence; inhibition, % at 10.4 µM; hit rate 0.14% among 360,000;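 active means mean normalized replicate activity at least 40 and at least half of replicates scoring 40 or more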;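 further: 0% = median of neutral control wells and 100% = median of positive control wells; inhibitors cause a drop in the FAM fluorescence signal; in these data hits start at about 50%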
esBAF inh = inhibitors of esBAF chromatin remodeling in mouse ES cells | Bmi1-luciferase knock-in reporter, 24 h; 100% = twice the neutral-well signal | reporter increase, % at 12.5 µM | hit rate 2% among 350,000 | AID 602393; in the data active means activation above about 40%;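 further: 0% = median of the plate's neutral control wells and 100% = double that signal; a rise in the Bmi1 reporter signal indicates esBAF inhibition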
ARNT TACC3 PPI = disruptors of human ARNT/TACC3 interaction; AlphaScreen His-ARNT PAS-B/GST-TACC3 binding, luminescence; TACC3 fragment carries E629A point mutation; inhibition, % at 9.99 µM; hit rate 0.66% among 390,000;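 active means mean inhibition of replicates at least 50% and at least half of replicates each reaching 50%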;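 further: 0% = complete ARNT plus TACC3 wells and 100% = ARNT alone without TACC3; many hits fall short of the cut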
ERp5 inh = blocks human ERp5 reductase activity on insulin. Q15084. ERp5 insulin aggregation, absorbance 650 nm, 90 min. inhibition, % at 9.99 µM. hit rate 0.05% among 350,000;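 active means mean replicate inhibition above about 25%, with every replicate also reaching it, limit read from the data, passing the limit was not always enough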
Target sequence (Q15084 whole entry, looked up): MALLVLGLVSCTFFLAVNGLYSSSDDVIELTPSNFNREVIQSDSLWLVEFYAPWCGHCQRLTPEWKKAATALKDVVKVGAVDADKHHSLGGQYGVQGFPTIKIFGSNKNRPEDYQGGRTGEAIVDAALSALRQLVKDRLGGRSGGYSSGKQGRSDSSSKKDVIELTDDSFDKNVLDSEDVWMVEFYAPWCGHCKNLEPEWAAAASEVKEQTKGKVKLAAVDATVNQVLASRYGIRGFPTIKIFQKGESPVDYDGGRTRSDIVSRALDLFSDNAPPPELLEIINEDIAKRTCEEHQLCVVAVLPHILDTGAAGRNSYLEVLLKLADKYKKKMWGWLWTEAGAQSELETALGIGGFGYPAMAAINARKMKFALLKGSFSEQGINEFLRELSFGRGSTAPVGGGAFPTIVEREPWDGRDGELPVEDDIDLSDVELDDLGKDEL
E-sel inducer = induces E-selectin expression in human endothelial cells; activation, % at 7.58 µM; P16581; HUVEC E-selectin immunofluorescence imaging; normalized: neutral wells 0, TNF-alpha wells 100; hit rate 0.37% among 260,000;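 active means mean E-selectin-positive cell signal at least 10% of the positive control, reached in at least 60% of replicates, without over 20% cell loss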;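 further: in these data hits start at about 27%; measured in HUVEC primary endothelial cells; signal is the percent of cells scored E-selectin positive by PE staining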
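Material: HUVEC primary endothelial cells; Amount: 3,000 cells per well; Dosing: single concentration; Medium: EGM-2 growth medium on 0.1% gelatin-coated wells; Read-out basis: percent E-selectin-positive cells; Signal: immunofluorescence imaging; Control set: TNF-alpha, DMSO.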
RAD52 anneal inh = blocks human RAD52 DNA annealing; recombinant RAD52 DNA annealing, FRET fluorescence; inhibition, % at 18.7 µM; hit rate 0.46% among 360,000;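 active means every replicate showing at least 50% inhibition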
* marks the source's active call; other numbers are inactive results; nt = not tested or not shown; & = joins results of further samples.

SMILES	PglD inh	CASP6 VEID inh	RAD54 branch	esBAF inh	ARNT TACC3 PPI	ERp5 inh	E-sel inducer	RAD52 anneal inh
Cc1ccc(S(=O)(=O)N2CCN(c3nc(C)c4c(c3C#N)CC(C)(C)OC4)CC2)cc1	-4	nt	-2	-5	-5	nt	nt	nt
COc1ccc(CNC(=O)CN2C(=O)CSc3ccc(S(=O)(=O)N4CCCCC4)cc32)cc1	-9	4	-8	2	-4	0	1.0	-82
CC(OC(=O)C12CC3CC(CC(O)(C3)C1)C2)C(N)=O (centres undefined)	-2	-3	-7	2	-1	3	nt	-10
CCOC(=O)Cc1c(Cl)c2ccccc2[nH]c1=O	-3	-1	4	-1	-8	3	nt	-10
COc1ccc([C@H]2CC(=O)C=C(c3cccc(Br)c3)C2)cc1	-6	1	3	5	0	1	-0.2	-6
COc1ccc(-c2cc(=O)[nH]c(=O)[nH]2)cc1	-3	nt	7	12	-4	nt	nt	nt
CSc1nnc(-c2ccccc2)c(-c2ccccc2)n1	nt	0	nt	nt	3	-2	5.0	-4
CC#CCN1C(=O)N[C@@H](c2ccccc2)C(C(=O)OC)=C1C	4	0	9	-7	0	2	0.5	-16
COc1ccc(C2c3c(oc4ccccc4c3=O)C(=O)N2c2ccccn2)cc1 (centres undefined)	0	-1	1	12	-4	-2	0.3	-10
COc1ccc(-c2cc(=O)oc3c(C)c(OCC(=O)NCC4CCC(C(=O)O)CC4)ccc23)cc1 (centres undefined)	-2	-2	0	-10	5	3	nt	-7
COc1ccc(NC(=O)CCCNC(=O)c2ccc(Cl)cc2)cc1S(=O)(=O)N1CCCCC1	3	2	5	3	nt	5	nt	-12
Cc1ccc(S(=O)(=O)N(C)C[C@@H]2Oc3c(NC(=O)Nc4c(C)noc4C)cccc3C(=O)N([C@@H](C)CO)C[C@@H]2C)cc1	0	nt	-7	-5	-7	-1	-0.2	1
Cc1ccc(S(=O)(=O)N2CCN(C(=O)c3c(-c4ccccc4)noc3C)CC2)c(C)c1	-9	-3	-53	0	1	1	0.0	-15
CC1(C(=O)NS(=O)(=O)c2ccc3ccccc3c2)CCN1C(=O)Cc1ccc(Cl)cc1Cl (centres undefined)	-1	3	-10	5	nt	1	0.3	1
Cc1ccc(NC(=O)CN(C)C(=O)CNC(=O)c2cccs2)cc1	5	-5	-10	-1	2	-2	0.9	-4
CCCNC(=O)N1C[C@H](C)[C@@H](OC)CN(C)C(=O)c2cc(NC(=O)CCC)ccc2OC[C@H]1C	1	0	2	-6	2	-2	0.1	4
Cc1ccccc1S(=O)(=O)N1C(c2ccc(Cl)cc2)CC=C(C(=O)O)C1c1cccc(Cl)c1 (centres undefined)	nt	1	nt	nt	nt	4	0.1	5
CCC1CCCCN1CCCNC(=O)c1ccc2c(=O)n(CCOC)c(=O)[nH]c2c1 (centres undefined)	-9	-4	-1	1	1	-1	-0.1	-11
CCCC(=O)Nc1nnc(/C=C/c2ccc(OC)cc2)s1	nt	10	nt	nt	-8	2	-0.4	-22
CCCC#Cc1ccc2c(c1)O[C@@H](CN(C)Cc1ccccn1)[C@@H](C)CN([C@@H](C)CO)S2(=O)=O	3	2	5	4	-21	2	0.0	4
O=C(NCCCNC(=O)c1ccccc1Cl)c1cnccn1	-1	2	-5	-4	11	5	0.0	10
Cc1ccc(OCCn2nc3ccccc3n2)c(C)c1	1	nt	3	55*	-10	nt	nt	nt
CC(=NOC(=O)c1ccc(F)cc1)c1nccs1	0	-4	-11	8	nt	-2	2.7	-9
C[C@@H]1CN([C@@H](C)CO)C(=O)c2ccccc2-c2ccccc2CO[C@@H]1CN(C)C(=O)[C@H](C)c1ccccc1	0	1	6	8	4	-6	-0.5	19
COCC(=O)Nc1ccc2c(c1)[C@@H]1C[C@H](CC(=O)NCC(F)(F)F)O[C@H](CO)[C@@H]1O2	0	1	0	-2	3	2	-0.4	-2

Record cards, as listed above. Order of screens: PglD inh	CASP6 VEID inh	RAD54 branch	esBAF inh	ARNT TACC3 PPI	ERp5 inh	E-sel inducer	RAD52 anneal inh
`C[C@@H]1CN([C@@H](C)CO)C(=O)c2ccccc2-c2ccccc2CO[C@@H]1CN(C)C(=O)[C@H](C)c1ccccc1` is listed as 0	1	6	8	4	-6	-0.5	19
`CC#CCN1C(=O)N[C@@H](c2ccccc2)C(C(=O)OC)=C1C` is listed as 4	0	9	-7	0	2	0.5	-16
`CCCC(=O)Nc1nnc(/C=C/c2ccc(OC)cc2)s1` is listed as nt	10	nt	nt	-8	2	-0.4	-22
`COc1ccc(-c2cc(=O)oc3c(C)c(OCC(=O)NCC4CCC(C(=O)O)CC4)ccc23)cc1` (centres undefined) is listed as -2	-2	0	-10	5	3	nt	-7
`CC(=NOC(=O)c1ccc(F)cc1)c1nccs1` is listed as 0	-4	-11	8	nt	-2	2.7	-9

Carrying on.
SMILES	PglD inh	CASP6 VEID inh	RAD54 branch	esBAF inh	ARNT TACC3 PPI	ERp5 inh	E-sel inducer	RAD52 anneal inh
C[C@@H]1CN([C@H](C)CO)S(=O)(=O)c2ccc(C3=CCCCC3)cc2O[C@@H]1CN(C)C(=O)c1ccncc1	-2	-1	4	2	5	3	-0.2	20
C[C@@H]1CCCCO[C@@H](CN(C)Cc2ccncc2)[C@H](C)CN([C@@H](C)CO)C(=O)c2cc(NC(=O)CCCCCC(=O)Nc3ccccc3N)ccc2O1	nt	3	nt	nt	nt	6	-0.1	11
COC(=O)C1=C(C)N(Cc2ccc(Cl)cc2)C(=S)NC1c1ccc(OC)cc1 (centres undefined)	nt	-2	nt	nt	nt	9	-0.2	-5
COc1ccc(S(=O)(=O)N2C[C@@H](O)COC[C@@H]3O[C@H](CC(=O)NCCCN4CCOCC4)CC[C@H]32)cc1	0	-5&-4	2	-1	-3	0&2	0.1&-0.2	2&-11
COc1cccc(C(=O)Nc2ccc3c(c2)OC[C@@H](C)N(CCc2ccccc2)C[C@H](C)[C@@H](OC)CN(C)C3=O)c1	2	-4	-1	6	6	3	-0.2	13
COc1ccc2c3c([nH]c2c1)[C@@H](CO)N(C(=O)c1ccncc1)CC31CCN(C(=O)C2CCC2)CC1	nt	-1	nt	nt	nt	0	1.2	-26
CC(C)N=C(NS(=O)(=O)NC(=O)c1ccccc1)c1ccccc1	nt	3	nt	-4	-30	-2	5.5	-2
Nc1nonc1-n1nnc(C(=O)N/N=C/c2ccccc2Cl)c1COc1ccc(F)cc1	nt	-1	nt	nt	4	-1	nt	-18
C[C@@H]1CCCCO[C@@H](CN(C)Cc2ccc(Cl)c(Cl)c2)[C@@H](C)CN([C@@H](C)CO)C(=O)c2cc(NC(=O)c3ccccc3)ccc2O1	-1	2	-4	7	10	-5	-0.3	-5
C[C@H](NC(=O)C[C@@H]1CC[C@@H](NC(=O)C2CC2)[C@@H](CO)O1)c1ccccc1	5	4	6	-4	-10	1	-0.1	5
O=C(OCC(=O)N1CCOCC1)c1c(Cl)ccc(Cl)c1Cl	nt	5	nt	nt	-15	-3	5.6	-8
CCNCC(=O)Nc1ccc(N2CCOCC2)cc1	-1	-5	-1	-6	3	-2	1.6	-11
COc1cccc(-c2ccc([C@H]3[C@@H](CO)N4CCCCN(S(=O)(=O)c5cn(C)cn5)C[C@@H]34)cc2)c1	-9	2	-15	1	0	5	0.9	-17
CC1CCC(NC(=O)c2ccc(CNc3c(NC4CCCCC4)c(=O)c3=O)cc2)CC1 (centres undefined)	-1	-2	9	1	-11	-1	-1.5	-10
CCN(CC)CCC(=O)Nc1cccc2c1C(=O)c1ccccc1C2=O	-5	2	95*	-3	7	3	-0.1	78*
Cc1ccc(OCC(=O)Nc2ccc(S(=O)(=O)Nc3cc(C)nc(C)n3)cc2)cc1	3	-1	-5	-3	-4	-5	nt	-11
O=C(C[C@H]1CC[C@H]2[C@@H](COC[C@H](O)CN2Cc2ccc(Oc3ccccc3)cc2)O1)N1CCCCC1	0	-1	-2	8	7	-2	0.0	20
O=C(C[C@H]1CC[C@@H]2[C@H](COC[C@@H](O)CN2S(=O)(=O)c2ccccc2)O1)NCc1ccc(-c2ccccc2)cc1	2	-9	15	1	21	-7	0.2	75*
Cc1noc(C)c1NC(=O)Nc1cccc2c1O[C@H](CN(C)S(=O)(=O)c1cn(C)cn1)[C@H](C)CN([C@@H](C)CO)C2=O	-1	-1	-6	-4	6	-3	-0.1	-4
COc1cc(OC)cc(C(=O)Nc2ccccc2-c2nnn(CC(N)=O)n2)c1	nt	-2	nt	nt	-5	4	nt	-14
O=S(=O)(NCC(c1ccc2c(c1)OCO2)N1CCOCC1)c1ccc(F)cc1 (centres undefined)	2	3	-21	-1	-1	3	-0.1	-12
C[C@H]1CN([C@@H](C)CO)C(=O)Cc2cc(NC(=O)CCCCCC(=O)Nc3ccccc3N)ccc2O[C@@H]1CN(C)Cc1ccc(Oc2ccccc2)cc1	6	-4	-5	12	10	-2	22	27
CCN(C(=O)CN1C(=O)COc2ccc(S(=O)(=O)N3CCOCC3)cc21)c1ccc(OC)cc1	5	1	-2	-3	-2	-3	nt	9
Cc1cc(C)nc(NS(=O)(=O)c2ccc(NC(=O)Nc3ccccc3F)cc2)n1	-2	4	-2	nt	nt	5	-0.8	-25
COC(=O)Cc1ccc(NC(=O)c2ccc(C)c(C)c2)cc1	-2	nt	14	14	-2	nt	nt	nt

Next part:
SMILES	PglD inh	CASP6 VEID inh	RAD54 branch	esBAF inh	ARNT TACC3 PPI	ERp5 inh	E-sel inducer	RAD52 anneal inh
CCOC(=O)c1c(C)nsc1NC(=O)C1CCCCC1	-1	1	-6	-5	-6	-1	-0.1	-4
COc1ccccc1CCNC(=O)COc1cccc2c1OC(C)(C)C2	nt	2	nt	-5	-19	7	0.0	3
C[C@H](CO)N1C[C@H](C)[C@H](CN(C)C(=O)Nc2ccc3c(c2)OCO3)Oc2c(NC(=O)c3ccncc3)cccc2C1=O	-2	0	3	20	-2	-7	-5.5	-14
CCCNC(=O)c1cc(C)no1	0	nt	4	-2	-4	nt	nt	nt
CCN(c1ccccc1)S(=O)(=O)c1ccc(OC)c(NC(=O)c2ccco2)c1	1	1	2	-7	nt	-4	0.0	-15
O=C(NCc1ccc(F)cc1)C(=O)NCC1OCCN1C(=O)c1cccs1 (centres undefined)	-1	-5	0	-5	-2	-3	0.8	-21
CCS(=O)(=O)c1ccc(Sc2nncn2C)c([N+](=O)[O-])c1	nt	-1	nt	nt	1	1	nt	-9
COc1cccc(/C=N/NC(=O)C(c2ccncc2)N2CCOCC2)c1 (centres undefined)	-2	-5	0	nt	nt	6	-0.6	-12
COC(=O)C1=C(C)N(Cc2cccc(C(F)(F)F)c2)C(=NCc2ccc(OC)cc2)NC1c1cccc(F)c1 (centres undefined)	nt	14	nt	nt	nt	4	-0.4	-6
CCOC(=O)C1CCCN(CCC(=O)Nc2c(C(=O)OC)[nH]c3cc(OC)ccc23)C1 (centres undefined)	0	nt	4	11	-3	nt	nt	nt
O=C(C1CCCC1)N1CC2(C1)[C@@H](c1ccccc1)[C@@H](CO)N2C(=O)CC1CC1	nt	1	nt	nt	nt	-8	0.0	-10
Cc1cc(NC(=O)CSc2nnc(-c3cccnc3)n2N)no1	4	nt	-3	1	15	nt	nt	nt
O=c1cc(CO)[nH]cc1OCc1ccccc1	0	0	1	1	-1	-3	nt	-10
O=C(NCc1cccc(Cl)c1)C1CCN(c2nnc(N3CCCC3=O)s2)CC1	0	-3	2	-4	-1	-5	0.5	0
CCN1C(=O)[C@H]2[C@@H](c3ccc(-c4ccc(C(C)=O)cc4)c(OC)c3)N3CCCC[C@@]3(C(=O)OC)[C@H]2C1=O	-1	0	11	4	-1	4	-0.1	-3
CCOC(=O)COc1ncn(-c2ccccc2)n1	-4	nt	3	-4	5	nt	nt	nt
COc1ccc(C(=O)NN(C)c2nc(C(F)(F)F)nc3ccccc23)cc1	nt	-1	nt	nt	-3	-2	nt	-17
Fc1ccc(Nc2nc(-c3ccncc3)nc3ccccc23)cc1F	-8	-2	-9	-10	nt	7	1.7	-14
O=C(Cn1c2[n+](c3ccc(C(F)(F)F)cc31)CCCCC2)c1cccc([N+](=O)[O-])c1	-3	0	5	1	nt	-1	nt	11
CCCCCCCCC(=O)N/N=C/c1cccc(Br)c1	5	-4	-3	-4	-2	2	nt	-6
